# Cycloheximide cs = Cycloheximide Counterscreen for Small Molecule Inhibitors of Shiga Toxin; cell reporter, cycloheximide protein synthesis inhibition counterscreen; max response, %; AID 2314, 2010; 300,000 tested, 12% active; in the data active = max response mostly above about 13%, no sharp cut-off; inactive = mostly below about 14%; also: read at 38.3 µM for the half of the compounds with a filed dose; 0% is about no effect
# Sm TGR block = qHTS Assay for the Inhibitors of Schistosoma Mansoni Peroxiredoxins; Potency, µM (top dose mostly 114 µM), without a hit: at the top dose activity change, negative = inhibition, actives largely listed as inhibitors; AID 485364, 2010; 360,000 tested, 3% active; purified TGR, DTNB reduction, TNB absorbance 405 nm; also: potency is read from the fitted curve at half-maximal effect; % is scaled to controls: 0 for no effect and ±100 for the full control effect; nearly all actives have a fitted effect of over 60% in size
#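 First, TGR (20 nM dispensed) and NADPH were mixed with compound. Second, a 15 min room-temperature incubation followed. Third, further NADPH and then DTNB were added to start the reaction. Finally, TNB absorbance was monitored kinetically.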
# Pf growth 96h = Primary qHTS for delayed death inhibitors of the malarial parasite plastid, 96 hour incubation. P. falciparum luciferase reporter growth, 96 h. Potency, µM (highest dose often 28.7 µM), without a hit: at the top dose activity change, negative = inhibition, actives largely listed as inhibitors. 320,000 tested, 6.9% active; also: potency is read from the fitted curve at half-maximal effect; % is scaled to controls: 0 for no effect and ±100 for the full control effect
#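 Infected RBCs, 2% Hct / 0.05% parasitemia final; luciferase-reporter P. falciparum; cpd 96 h, 37 C, 5% CO2; luciferase detection reagent; luminescence.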
# Shiga inhibitor = A qHTS for Small Molecule Inhibitors of Shiga Toxin; AID 2315, 2010; inhibition, % at 38.7 µM; Vero cells, Shiga toxin protein synthesis inhibition reporter; 290,000 tested, 9.2% active; in the data active = inhibition mostly above about 28%, no sharp cut-off; inactive = mostly below about 43%; also: 0% is about no effect
# Pf growth 48h = Primary qHTS for delayed death inhibitors of the malarial parasite plastid, 48 hour incubation. P. falciparum luciferase growth in erythrocytes, 48 h. 310,000 tested, 5.9% active. Potency, µM (series often up to 28.7 µM), inactives show at the top dose activity change, negative = inhibition, hits mostly inhibitors; also: potency is read from the fitted curve at half-maximal effect; % is scaled to controls: 0 for no effect and ±100 for the full control effect
#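 First compound was added to culture medium, then infected red cells at 0.1% parasitemia and 2% hematocrit (final). After incubation at 37 C under 5% CO2, luciferase detection reagent was dispensed and light output recorded.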
# Giardia FBPA inh = qHTS Assay for Inhibitors of Fructose-1,6-bisphosphate Aldolase from Giardia Lamblia. A8B2U2. purified Giardia FBPA. Potency, µM (titrated, usually from 59.6 µM), inactives show at the highest dose activity, negative = inhibition, usual class: inhibitors. 290,000 tested, 0.71% active; also: potency is read from the fitted curve at half-maximal effect; % is scaled to controls: 0 for no effect and ±100 for the full control effect; nearly all actives have a fitted effect of over 55% in size
# Target sequence (A8B2U2 whole entry, looked up): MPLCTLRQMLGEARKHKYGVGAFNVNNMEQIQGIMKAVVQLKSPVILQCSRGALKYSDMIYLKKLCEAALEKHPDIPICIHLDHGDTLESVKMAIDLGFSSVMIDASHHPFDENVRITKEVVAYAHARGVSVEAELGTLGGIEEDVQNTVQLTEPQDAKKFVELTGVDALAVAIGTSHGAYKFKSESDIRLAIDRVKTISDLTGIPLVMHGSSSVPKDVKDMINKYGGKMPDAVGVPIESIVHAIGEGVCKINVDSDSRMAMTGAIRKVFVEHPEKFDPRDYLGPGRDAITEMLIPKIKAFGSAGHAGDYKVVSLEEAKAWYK
#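 40 nM FBPA preincubated 10 min at RT with compound (up to 57.5 uM final), then substrate plus GAPDH/TPI/NAD/arsenate coupling and diaphorase/resazurin added. Fluorescence read after 20 min at RT, 525/598 nm.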
# The depositor's hits bear a star; u = inconclusive; x = no result given; & = joins results of further samples; [ ] = remark or other dose. Unless noted, calls follow the shape of the dose curve; as a rule, active = well fitted curve in the direction sought with a large enough effect; inconclusive = small, poorly fitted or top-dose-only effect, or another doubt; inactive = no such curve, though single readings can be large; an effect the other way counts as inactive or inconclusive.
SMILES,Cycloheximide cs,Sm TGR block,Pf growth 96h,Shiga inhibitor,Pf growth 48h,Giardia FBPA inh
CCOC(=O)CNC(=O)C(CC(N)=O)NC(=O)OC(C)(C)C (configuration not stated),8.4,-20.0%,56.4%,31.1,-7.1%,3.4%
CCC(Sc1ccc2nnc(CCNS(=O)(=O)c3ccc(OC)cc3)n2n1)C(=O)OC (configuration not stated),-3.1,-1.9%&11.8%,7.38µM*,5.9,5.6%,3.5%
CCOC(=O)Cn1cc([N+](=O)[O-])c(OC)n1,-5.0,1.1%,x,-19.9,8.6%,-0.8%
CCN(CC)CCCOC(=O)C(OC(C)C)(c1ccccc1)c1ccccc1,-0.7,0.8%,26.7%,11.0,u,-11.4%
CC(C)Cc1nnc(NC(=O)CCC(=O)Nc2ccccc2)s1,-1.8,-2.4%,u,8.0,u,x
COc1cc(C2C(C#N)=C(N)N(N(C)C)C3=C2C(=O)CCC3)ccc1O (configuration not stated),-0.6,-16.9%,59.4%[activator],-4.1,0.7%[0.00184 µM],u
COCCCn1c(-c2cccc(Cl)c2)nc2c1c(=O)[nH]c(=O)n2Cc1ccccc1,-2.2,1.7%,10.4µM*,-2.8,11.7µM*,x
O=S(=O)(Nc1ccc(N2CCCCC2)cc1)c1ccccc1,17.9*,-14.3%,-4.1%,25.8,25.6%,-3.2%
N#Cc1cc2ccccc2nc1SCC(=O)NC1CC1,-4.6,7.7%,1.2%,2.8,23.3%,20.0%
Cc1ccc(NC(=O)[C@@H]2CCCN2S(=O)(=O)c2ccccc2F)cc1,-2.7,1.7%,2.3%,-2.9,-11.6%,-2.0%

# A different layout for part of the listing above.
SMILES	Cycloheximide cs	Sm TGR block	Pf growth 96h	Shiga inhibitor	Pf growth 48h	Giardia FBPA inh
CCC(Sc1ccc2nnc(CCNS(=O)(=O)c3ccc(OC)cc3)n2n1)C(=O)OC (configuration not stated)	-3.1	-1.9%&11.8%	7.38µM*	5.9	5.6%	3.5%
CCOC(=O)Cn1cc([N+](=O)[O-])c(OC)n1	-5.0	1.1%	x	-19.9	8.6%	-0.8%

# (next part)
SMILES,Cycloheximide cs,Sm TGR block,Pf growth 96h,Shiga inhibitor,Pf growth 48h,Giardia FBPA inh
COc1cc(-c2nnc(-c3cccs3)o2)cc(OC)c1OC,1.8,2.2%,x,15.6,-18.9%,-9.8%
O=C(Cc1ccc(F)cc1)Nc1ccc(F)c([N+](=O)[O-])c1,-1.4,3.9%,u,-12.9,-0.5%,-5.2%
CC(/C=C/c1ccc(OCc2ccccc2)cc1)=N\O,60.2*,3.0%,24.2%,77.5*,233.0%[activator],5.5%
C=CCn1c(SCC(=O)Nc2ccc3c(c2)OCCO3)nnc1-c1ccco1,1.3,7.7%,u,40.8,-2.0%,-12.5%
CCOC(=O)C1=C(C)NC(=O)NC1/C=C/c1ccccc1OC (configuration not stated),-3.4,0.1%[57.1 µM],-20.8%,-11.5,2.4%,-4.0%
COc1cccc(C(=O)NC23CC4CC(CC(C4)C2)C3)c1,14.7*,-1.5%,-19.7%,17.9,38.5%[activator],7.7%
Cc1cc(OCC(=O)OC(C)(C)C)c2c3c(c(=O)oc2c1)CCC3,-5.2,-8.1%,-12.2%,-1.4,23.6%,7.0%
Cc1c(Cl)c(-c2n[nH]c(=S)n2-c2ccccc2)nn1C,-4.9,1.3%,37.8%[activator],-6.0,19.5%,-8.2%
Cc1cc(C)nc(NC(=NCCc2c[nH]c3ccccc23)NC(=O)Nc2cccc([N+](=O)[O-])c2)n1,4.9,-1.9%,57.9%[activator],-6.3,3.29µM*,-0.8%
Cc1cc2ncn(CS(C)(=O)=O)c2cc1C,-2.9,6.4%,12.7%,-3.2,15.1%,-9.4%
COc1ccc(S(=O)(=O)Nc2ccc(-c3ccc4nncn4n3)cc2)c(OC)c1,x,-2.6%,u,x,u,x
COc1ccc(Cl)cc1NC(=O)CN(C)C(=O)c1ccc(N2CCCCC2)c([N+](=O)[O-])c1,x,15.5%,u,x,13.1µM*,x
CCN(CC)c1ccc(NC(=O)COC(=O)CSc2ccc(Br)cc2C)cc1,7.1,-4.6%,-1.8%,20.4,1.0%,-3.1%
COc1ccc(Cl)cc1Nc1nc(-c2cccnc2)cs1,10.6,3.3%,1.6%,-0.7,u,5.9%
COc1ccccc1C(=O)NC(CCSC)C(=O)NNC(=O)c1ccccc1C (configuration not stated),x,1.2%,8.1%,x,6.7%,x
CCOC(=O)c1ccc(NC(=O)NCc2ccccc2OC)cc1,2.7,-8.9%,13.1µM*,14.6,u,-1.9%
CSc1nnc(N2C(=O)C(O)=C(C(=O)c3ccco3)C2c2cccc(Cl)c2)s1 (configuration not stated),34.3*,8.91µM*,5.7%,22.1,1.3%,x
COc1ccccc1NC(=O)Cn1c(=O)n(CCc2c[nH]c3ccccc23)c(=O)c2cccnc21,7.4,-15.4%,2.6%,26.8,u,-4.1%
C/C(=N/NC(=O)c1ccc(Cl)s1)c1cccnc1,3.2,-30.9%,8.0%,9.1,26.1%,x
CNC(=O)c1c(NC(=O)C2=COCCO2)sc2c1CCN(C(=O)OC)C2,x,-4.1%,-24.0%,x,-9.1%,x
Cc1nc(N2CCOCC2)nc(N2CCN(c3ccccc3)CC2)c1[N+](=O)[O-],-4.9,7.2%,86.4%[activator],-15.7,2.0%,x
Cc1ccc(-c2ccc3nnc(SCC(N)=O)n3n2)cc1,8.7,7.0%,38.1%[activator],-5.8,48.8%[activator],u
O=C(N/N=C/c1cccs1)c1[nH]ncc1Br,54.6*,4.4%,92.2%[activator],118.4*,45.4%[activator],1.8%
COc1ccccc1Cn1c(=S)[nH]c2cc(C(=O)NCc3cccnc3)ccc2c1=O,5.9,6.1%,8.28µM*,-11.2,u,-11.2%
O=C(O)c1cccc(NC(=O)c2ccc3c(c2)C(=O)N(Cc2ccco2)C3=O)c1,-1.8,u,35.1%[activator],3.5,5.7%,4.0%
CCOC(CC(=O)NNC(=O)c1c(-c2ccccc2Cl)noc1C)OCC,-0.1,31.3%,0.0%,-11.1,1.2%,1.9%
COc1cc(/C=N/NC(=Nc2ccc(C)cc2)c2nc3ccccc3s2)ccc1O,42.0*,-14.7%,x,99.6*,-40.5%,-1.4%
COc1cc2c(cc1OC)CN(C(=O)c1cc(S(=O)(=O)N3CCOCC3)ccc1Cl)CC2,-2.1,u,u,-15.8,u,-21.9%
O=C(COc1coc(CN2CCN(c3ccc(F)cc3)CC2)cc1=O)NCC1CCCO1 (configuration not stated),x,5.6%,-10.2%,x,-16.5%,x
O=C(N/N=C/c1ccccc1O)C(=O)N1CCCCCC1,20.1*,-1.7%,15.3%,20.6,-16.5%,x
CCCCc1nc2ccccc2c(NC(=O)CNC(C)(C)C)c1CCC,-2.2,8.9%,-24.6%,-15.8,-22.6%,u
CS(=O)(=O)N1N=C(c2ccco2)CC1c1ccco1 (configuration not stated),1.8,20µM*,105.4%[activator],8.7,-10.3%,-1.6%
CCN(CC)CCSc1nnc2c3ccccc3n(Cc3ccccc3)c2n1,5.9,-0.2%,u,-2.9,5.22µM*,0.2%
CC1CCC(NC(=O)c2cccc(S(=O)(=O)N3CCN(c4ccccc4)CC3)c2)CC1 (configuration not stated),x,-0.1%,9.0%,x,u,x
O=C(COc1ccccc1)NNC(=S)NC(=O)c1ccc(Cl)cc1Cl,-1.6,-11.3%,u,-7.4,-9.7%,u
COc1ccc(-c2cc(-c3ccccc3)c(C#N)c(=S)[nH]2)cc1,-4.2,x,0.8%,-10.9,12.7%,4.9%
COc1cc(C(=O)Nc2cccc(C)c2C)c(Br)c(OC)c1OC,7.3,16.9%,11.9%,-4.2,-15.0%,1.8%
O=C(NC(=S)Nc1ccc(C(=O)N2CCOCC2)cc1)c1ccc([N+](=O)[O-])cc1,2.1,u,u,-10.2,18.2%,u
COc1ccc(S(=O)(=O)N2CCOC23CCN(S(=O)(=O)c2cc(C)ccc2OC)CC3)cc1,x,u,-6.3%,x,u,x
COC(=O)c1sc(-c2ccc(C(C)(C)C)cc2)cc1NC(=O)c1ccccc1C(=O)O,44.0*,4.2%,11.3%,83.8*,8.5%,5.7%
Cn1ncc([N+](=O)[O-])c1C(=O)Nc1ccccc1,5.3,7.2%,-11.3%,-2.4,u,-5.7%
COc1ccc(OC)c(NC(=O)COC(=O)c2n[nH]c3ccccc23)c1,x,0.5%,-19.9%,x,u,x
CC(=O)Nc1ccc(NS(=O)(=O)c2cc(Cl)ccc2Cl)cc1,5.5,3.1%,-19.7%,-3.9,-15.4%,4.3%
O=C(O)c1cc(-c2c[nH]c3ccccc23)nc2cc3ccccc3cc12,36.3*,-15.0%,-17.6%,66.9*,-3.5%,-19.6%
CCCc1nc2n[nH]c(N)c2c2c1CCC2,-2.8,4.9%,11.6%,-5.0,u,-3.3%
Cc1cc(C)cc(OCCN2CCOCC2)c1,0.8,-0.5%,8.6%,-2.0,15.9%,u
Cc1cc(C)c2[nH]c(=O)c(C(c3nnnn3C(C)(C)C)N3CCN(C(=O)c4ccco4)CC3)cc2c1 (configuration not stated),-1.5,79.4µM*,x,-3.0,u,0.2%
CCOCC(=O)Nc1nc2ccc(C)cc2s1,43.2*,u,5.3%,84.5*,x,0.9%
COc1ccc(CN2CCC(n3nccc3NC(=O)C3CC3)CC2)cc1O,-1.8,0.5%,-21.7%,-4.0,-4.0%,x
CCOc1cc(S(=O)(=O)NCc2ccccc2)ccc1F,-2.7,3.4%,3.8%,-8.7,1.3%,4.5%

# Three records drawn at random from those above, as already listed:
SMILES,Cycloheximide cs,Sm TGR block,Pf growth 96h,Shiga inhibitor,Pf growth 48h,Giardia FBPA inh
COC(=O)c1sc(-c2ccc(C(C)(C)C)cc2)cc1NC(=O)c1ccccc1C(=O)O,44.0*,4.2%,11.3%,83.8*,8.5%,5.7%
COc1ccc(Cl)cc1Nc1nc(-c2cccnc2)cs1,10.6,3.3%,1.6%,-0.7,u,5.9%
Cc1c(Cl)c(-c2n[nH]c(=S)n2-c2ccccc2)nn1C,-4.9,1.3%,37.8%[activator],-6.0,19.5%,-8.2%

# More records follow:
SMILES,Cycloheximide cs,Sm TGR block,Pf growth 96h,Shiga inhibitor,Pf growth 48h,Giardia FBPA inh
O=C(NNC(=O)c1ccc(Cl)cc1Cl)c1ccncc1,-2.6,0.6%,0.7%,1.4,24.7%,1.9%
CS(=O)(=O)N(Cc1ccc(C(=O)NN=C2CCCCCC2)cc1)c1ccccc1,-2.5,-11.3%,-4.2%,-5.4,7.8%,4.2%
CCCOc1ccc(S(=O)(=O)N2CCOCC2)cc1[N+](=O)[O-],-8.7,-0.6%,-22.0%,-10.2,-1.1%,-4.7%
Cc1cc(C)c(OCC(=O)OCCNC(=O)c2cccnc2)c(C)c1,-3.5,35.5µM*,-0.8%,-5.1,7.2%,-9.2%
CCOC(=O)C1Sc2ccccc2NC1=O (configuration not stated),9.8,-3.6%,21.8%,5.7,16.9%,0.3%
COCc1cc(C)nc(N2CCCCC2)c1C#N,2.9,-5.0%,-3.9%,26.6,-2.8%,2.0%
Cc1ccc(NC(=O)CN2C(=O)S/C(=C\c3ccc(-c4cccc(C(=O)O)c4C)o3)C2=O)cc1,8.2,0.6%,x,51.8,33.1%[activator],-13.4%
NC1=NC(=O)C2(COC(c3ccncc3)OC2)S1 (configuration not stated),-1.8,2.9%,85.4%[activator],3.2,1.7%,2.5%
O=C(Nc1nccs1)c1cn2ccccc2n1,10.5,1.7%,62.6%[activator],-19.2,-19.0%,14.1µM*
CCN1CCN(C(=O)c2ccc(CS(=O)(=O)Cc3ccccc3C)o2)CC1,5.6,-11.2%,u,-2.1,30.7%[activator],3.7%
Cc1cc(N/C(=N/S(=O)(=O)c2ccc(F)cc2)c2ccccc2)n(-c2ccccc2)n1,-3.6,7.9%,2.2%,-5.6,-1.8%,-9.5%
CCOC(=O)c1nnn(-c2nc(N3CCCC3)nc(N3CCCC3)n2)c1-c1ccccc1,1.6,-23.2%,2.3%,-9.2,u,3.2%
